GalR3 antagonist: GalR3 antagonists in HEK293 cells, primary screen, cell-based, fluorescence readout. Galanin receptor type 3 (Homo sapiens), O60755. HEK293 GalR3-CNG cAMP membrane potential fluorescence; galR3 body fused to GalR1 C-terminus. inhibition, % at 3 µM. 360,000 tested, 0.44% active. AID 651719, 2012;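 active = inhibition above the screen-wide average plus 3 SD, cut at about 13% in these data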;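 also: forskolin and galanin both at EC90 stimulate the cells; cAMP rise reported by CNG channel membrane potential dye signal; 0% = forskolin plus galanin with DMSO and 100% = forskolin alone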
PHOSPHO1 inh: PubChem AID 1565; recombinant PHOSPHO1, absorbance phosphatase assay; inhibition, % at 13.3 µM; 290,000 tested, 1.1% active; in the data active = inhibition above about 60%
CHRM4 PAM: human M4 muscarinic receptor positive allosteric modulators, primary screen, CHO-K1 cells, Fluo-8 calcium fluorescence | activation, % at 3 µM | 360,000 tested, 0.4% active | AID 624126, 2012 | Muscarinic acetylcholine receptor M4 (Homo sapiens), P08173 | CHO-K1 hM4/Gqi5, ACh EC20; 0% = ACh EC20, 100% = maximal ACh;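 active = activation above its plate's cutoff, the mean activation of sample wells plus 3 SD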; also: some results filed as inactive read as strong as hits
IDE act: human IDE activators in live cells, primary screen, fluorescence polarization, HEK cells, FAbeta-B substrate; Insulin-degrading enzyme (Homo sapiens), P14735; FAbeta-B cleavage; 0% vehicle, 100% cell-free pure enzyme wells; activation, % at 5.96 µM; 340,000 tested, 0.073% active;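 active = activation above the mean of all tested compounds plus 3 SD, set per screening campaign, cut at about 17% in these data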
Target sequence (P14735 whole entry, looked up): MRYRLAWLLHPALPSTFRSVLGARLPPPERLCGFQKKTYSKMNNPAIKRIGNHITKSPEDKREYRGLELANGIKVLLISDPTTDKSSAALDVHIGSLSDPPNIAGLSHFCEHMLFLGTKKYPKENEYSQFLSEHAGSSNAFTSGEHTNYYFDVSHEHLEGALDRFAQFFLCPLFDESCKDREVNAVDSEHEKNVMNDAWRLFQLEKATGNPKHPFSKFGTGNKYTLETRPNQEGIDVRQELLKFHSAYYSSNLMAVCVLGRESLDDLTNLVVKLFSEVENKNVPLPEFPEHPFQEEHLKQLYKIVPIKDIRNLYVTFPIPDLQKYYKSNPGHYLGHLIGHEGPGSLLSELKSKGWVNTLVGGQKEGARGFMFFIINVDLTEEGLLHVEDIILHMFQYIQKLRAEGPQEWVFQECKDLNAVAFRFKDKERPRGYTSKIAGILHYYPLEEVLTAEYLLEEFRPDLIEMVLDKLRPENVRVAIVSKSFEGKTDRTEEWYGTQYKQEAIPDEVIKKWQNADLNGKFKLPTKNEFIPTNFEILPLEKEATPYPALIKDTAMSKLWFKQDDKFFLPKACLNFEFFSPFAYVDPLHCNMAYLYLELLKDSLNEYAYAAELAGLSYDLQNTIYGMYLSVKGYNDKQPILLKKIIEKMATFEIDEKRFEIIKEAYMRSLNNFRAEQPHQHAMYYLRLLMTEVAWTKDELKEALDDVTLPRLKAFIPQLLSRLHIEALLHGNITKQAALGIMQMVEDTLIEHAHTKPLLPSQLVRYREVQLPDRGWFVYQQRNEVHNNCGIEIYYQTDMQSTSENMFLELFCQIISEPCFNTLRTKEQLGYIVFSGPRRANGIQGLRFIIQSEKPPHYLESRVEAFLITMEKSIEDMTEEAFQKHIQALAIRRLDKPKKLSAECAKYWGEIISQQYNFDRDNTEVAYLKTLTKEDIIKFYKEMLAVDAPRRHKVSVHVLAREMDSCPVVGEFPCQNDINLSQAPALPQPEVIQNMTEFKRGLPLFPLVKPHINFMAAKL
CRFR2-BP antag: antagonists of CRF-BP/CRF-R2 complex, primary screen, cell-based, HEK293, calcium dye fluorescence, uHTS; AID 588475, 2011; 350,000 tested, 0.59% active; CRF-induced calcium fluorescence; inhibition, % at 11.8 µM;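 active = inhibition of the ligand-induced calcium signal above about 50% at the single tested concentration, limit read from the data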
IDE inh: human IDE inhibitors in live cells, primary screen, fluorescence polarization, HEK cells, FAbetaB substrate. Insulin-degrading enzyme (Homo sapiens), P14735. FAbetaB cleavage. inhibition, % at 5.59 µM. 320,000 tested, 0.41% active;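 active = percent inhibition above the average of all tested compounds plus 3 SD, set per screening campaign, cut at about 16% in these data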;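 also: IDE supplied by intact live HEK cells; FP after avidin binding of uncleaved biotin substrate so inhibition keeps polarization high; 0% = DMSO wells and 100% = 60 µM reference IDE inhibitor Ii1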
CRFR2-BP ag: agonists of CRF-BP/CRF-R2 complex, primary screen, cell-based, HEK293, calcium dye fluorescence, uHTS | calcium dye fluorescence (FLIPR); percent of saturating CRF peptide response | 350,000 tested, 0.46% active | AID 588473, 2011 | activation, % at 13.2 µM;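 active = activation of at least 50%, plus an integration ratio under a set limit after plate pattern correction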;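 also: plate controls were neutral control wells without compound for no effect and CRF at EC100 for full effect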
p-CIP stab down: p/CIP-EGFP fusion destabilizers, primary screen, fluorescence, F442A cells; 16 h; decrease of EGFP signal, % at 10 µM; AID 1984, 2009; 290,000 tested, 0.01% active; Q05BA5;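 active = EGFP signal decrease of at least 30% at 10 µM or well 3 SD below plate mean, unless failing retest; inactive = the rest, including hits failing retest or dose response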; also: some compounds called inactive have numbers as strong as hits; many of its hits are not listed in these tables
MEKK3 PB1 HTS: modulators of MEKK3-MEK5 PB1 binding, primary screen, biochemical, wildtype MEKK3, multiplex bead flow cytometry, Alexa488-MEK5. 290,000 tested, 1.4% active. binding response (% of control), % at 10 µM. bead-based flow cytometry, Alexa488-MEK5 binding to MEKK3; actives lie on both sides; 0 = blocked by unlabeled MEK5, 100 = vehicle. Mitogen-activated protein kinase kinase kinase 3 (Homo sapiens), Q99759. AID 1529, 2009;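 active = binding response more than 3 SD above or below the average of its plate-row segment, actives on both sides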;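 also: Alexa488 bead fluorescence after subtracting the streptavidin-only scavenger bead signal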
Starred values were filed as active, the others as inactive; / = no result given. Rows were taken by chance; overall some 4.2% were active at least once.

molecule,GalR3 antagonist,PHOSPHO1 inh,CHRM4 PAM,IDE act,CRFR2-BP antag,IDE inh,CRFR2-BP ag,p-CIP stab down,MEKK3 PB1 HTS
Cc1cccc(NC(=O)CSc2nnc(-c3ccccc3C)o2)c1,-2,-4,2,-2,-1,/,0.7,-10,98
CC(C)(C)C(=O)CN1C2=NCCCN2c2ccccc21,-3,51,-3,4,2,0,0.3,4,108
Cc1sc2ncnc(N3CCC(C(=O)Oc4cccc(Cl)c4Cl)CC3)c2c1C,0,28,-14,-7,9,7,4.8,18,107
CCOC(=O)Cn1c(-c2ccc(OC)cc2)c(-c2ccc(OC)cc2)nnc1=O,-12,/,-1,6,5,0,-1.7,1,101
Cc1ccc(CNC(=O)C(Cc2ccccc2)NS(=O)(=O)c2cccs2)cc1 (stereo unspecified),-1,-1,-4,-1,2,2,-0.5,-7,106
O=C(Nc1ccc(Cl)cc1)P(=O)(O)c1ccccc1,-5,/,2,2,-3,/,-1.0,/,/
N#Cc1ccsc1NC(=O)CN1CCOCC1,2,24,4,-4,-4,-2,-0.7,-1,97
Cc1cc(C=O)c2c(c1)C=CC1(Oc3ccccc3C(=O)N1C)O2 (stereo unspecified),/,1,/,/,/,25*,/,-23,110
Cn1c(SCC(=O)Nc2cccc(C(=O)O)c2)nnc1-c1cc2cc(Br)ccc2o1,5,-16,-2,-3,-11,-2,1.6,-7,92
N#CCN1CCC2(O)CCCCC2C1c1ccc2c(c1)OCO2 (stereo unspecified),2,20,7,2,-3,-4,-0.6,-6,100

Brought forward from above: two compounds, followed by the next part.
molecule,GalR3 antagonist,PHOSPHO1 inh,CHRM4 PAM,IDE act,CRFR2-BP antag,IDE inh,CRFR2-BP ag,p-CIP stab down,MEKK3 PB1 HTS
Cn1c(SCC(=O)Nc2cccc(C(=O)O)c2)nnc1-c1cc2cc(Br)ccc2o1,5,-16,-2,-3,-11,-2,1.6,-7,92
N#CCN1CCC2(O)CCCCC2C1c1ccc2c(c1)OCO2 (stereo unspecified),2,20,7,2,-3,-4,-0.6,-6,100
Cc1ccc(NC(=O)[C@H](NC(=O)[C@@H]2Cc3ccccc3CN2)c2ccccc2)c(C)c1,-7,-22,1,-3,0,3,-4.9,-6,100
CCN1C(=O)CSC1=Nc1ccc(C(=O)O)cc1,1,8,-6,2,3,4,4.5,-6,100
COc1cc2c3c(c1OC)-c1cc4c(cc1CC3(C#N)N(C(=O)c1ccccc1)CC2)OCO4 (stereo unspecified),-8,/,2,3,21,/,9.1,/,/
O=C(CCn1c(=S)[nH]c2cc3c(cc2c1=O)OCO3)NCc1ccccc1Cl,-7,-14,9,-3,8,7,1.1,2,100
CN(Cc1ccccc1)c1nc2c(c(=O)[nH]c(=O)n2C)n1Cc1ccccc1Cl,-5,-14,-4,-3,-39,6,-2.0,2,78
C=CCC[C@H](Cc1ccc(F)cc1)C(=O)OC[C@H](C)NC(=O)[C@@H](CC=C)CC(=O)N[C@H](CO)Cc1ccccc1,-6,/,10,6,1,5,1.0,/,/
Cc1cc(C)c(S(=O)(=O)NC2CC2)c(C)c1,-8,27,-7,5,17,-8,0.9,-4,101
O=C(CSc1nc2ccccc2[nH]1)c1c[nH]c2ccccc12,-5,35,-1,3,-20,1,-1.9,0,117
O=C(CSc1ncnc2sc3c(c12)CCCC3)c1ccccc1,-1,-21,12,-3,-40,2,3.5,-4,106
O=C(NNS(=O)(=O)c1ccccc1[N+](=O)[O-])c1ccccc1Cl,-4,30,17,-4,10,-9,3.3,-6,104
CCNC(=S)NCc1ccc2[nH]c(C)cc2c1,/,-4,0,-9,23,1,-0.4,-11,84
CCN(CC)S(=O)(=O)c1cccc(-c2nnc(C(=O)c3ccc(C(F)(F)F)cc3)o2)c1,2,-6,9,-4,-20,5,7.9,-10,102
COc1ccc(C(=O)CC(=O)C(=O)Nc2ccc(C)cc2Cl)cc1,-9,10,-1,3,6,4,0.5,4,104
COc1cc(C(=O)Nc2ccc(C)cc2C(NCC(=O)NN)c2ccccc2)cc(OC)c1OC (stereo unspecified),-10,20,3,6,5,1,-1.2,2,107
C/C(Cl)=C\Cn1c(Nc2ccccc2)nc2c1c(=O)n(C)c(=O)n2C,0,6,3,0,-3,1,-1.8,-13,100
O=C(NCCS(=O)(=O)N1CCN(c2cccc(Cl)c2)CC1)C1CC1,-3,/,4,1,8,-1,0.5,/,/
Cc1nc([N+](=O)[O-])c(C(=O)OCc2ccccc2)n1C,3,15,2,2,0,-1,-2.4,-7,104
Cc1[nH]c(C)c(S(=O)(=O)N2CCN(c3ccccc3F)CC2)c1C(=O)N1CCCC1,1,18,-2,-4,-1,7,-1.0,0,99
Cc1cc(Br)ccc1NC(=O)CN(C)C(=O)C1=COCCO1,-7,/,4,4,0,-5,3.7,/,/
Cc1cnc(NS(=O)(=O)c2ccccc2)c(Br)c1,1,25,-11,3,8,-3,-0.5,0,104
Cc1[nH]c2ccc(-c3n[nH]c(=S)n3-c3ccccc3)cc2c1C,-5,7,6,-5,-57,1,0.9,-8,95
CCN(CC)S(=O)(=O)c1ccc(NC(=O)Nc2cccc(C(F)(F)F)c2)cc1,1,3,-11,2,34,4,6.4,-1,108
CC(Sc1nnc2ccccn12)C(=O)Nc1ccc(N2CCOCC2)cc1 (stereo unspecified),-4,/,10,5,1,9,3.4,/,/
COc1ccccc1CNC(=O)C1CCC(CNS(=O)(=O)c2ccc(F)cc2)CC1 (stereo unspecified),-6,/,-8,4,4,3,-2.3,-5,106
O=C(c1cc(-c2ccncc2)nc2ccccc12)N1CCN(c2ncccn2)CC1,-6,/,-4,-3,-2,2,-0.8,/,/
N#Cc1ccc(CN2C=NS(=O)(=O)c3ccccc32)cc1,-10,9,-2,2,-1,4,0.8,-17,98
CCCn1cnc2scc(-c3ccc(C)cc3)c2c1=O,0,36,-7,4,-12,-2,-0.9,-2,96
CCOC(=O)C1=C(C)OC2(O)c3ccccc3C(=O)C12O (stereo unspecified),0,24,-4,/,0,-6,-1.1,-2,107
COc1c(C)cc(Br)cc1C(=O)Nc1ccc(S(N)(=O)=O)cc1,-6,-18,5,1,30,3,-2.9,-2,105
CCCCN1C(=O)/C(=C/C=C2\SCCN2C)SC1=S,2,12,-7,-88,-111,/,81*,-213,96

(more compounds)
mol | GalR3 antagonist | PHOSPHO1 inh | CHRM4 PAM | IDE act | CRFR2-BP antag | IDE inh | CRFR2-BP ag | p-CIP stab down | MEKK3 PB1 HTS
COc1ccc(C/C(=N\OC(C)=O)c2ccc(OC)cc2)cc1 | / | 14 | 1 | 0 | 10 | 1 | -2.5 | 1 | 103
OC(CNC1CCCCC1)CNC1CCCCC1 | -7 | -7 | 1 | -4 | -7 | -5 | -1.2 | 6 | 99
C[C@H](CO)N1C[C@H](C)[C@@H](CN(C)Cc2ccc3c(c2)OCCN3C)OCc2cnnn2CCCC1=O | -4 | / | 0 | / | -1 | / | -0.1 | / | /
COc1ccc(C)cc1S(=O)(=O)N(C)CC(=O)NC1CCCCC1 | -3 | 6 | 13 | -6 | 12 | -6 | -0.7 | 0 | 109
CN(Cc1ccc(F)cc1)C(=O)c1ccc(NS(=O)(=O)c2ccccc2)cc1 | -3 | / | -3 | 1 | 3 | 0 | -0.2 | / | /
CN(Cc1cnn(C)c1)C(=O)c1cc(COc2c(F)cccc2F)on1 | -2 | -3 | 7 | 3 | -1 | 3 | 1.6 | -2 | 103
CCOCCCNC(=O)c1ccc(-n2c(=S)[nH]c3ccccc3c2=O)cc1 | 5 | -24 | -11 | -3 | -1 | 4 | -1.0 | 9 | 99
N#Cc1ccccc1OCC(=O)NC(N)=O | -2 | 1 | 4 | 5 | 4 | 3 | -1.1 | 4 | 100
CC(=O)N/N=C\c1ccccc1OC/C=C/c1ccccc1 | -4 | 23 | 6 | 2 | -7 | / | 2.4 | -9 | 99
O=C(NCCO)C(=O)NCC1OCCCN1S(=O)(=O)c1cc(F)ccc1F (stereo unspecified) | -2 | -5 | 2 | 0 | 14 | 0 | -1.1 | 3 | 102

Grouped by structure, those above with bromine.
mol | GalR3 antagonist | PHOSPHO1 inh | CHRM4 PAM | IDE act | CRFR2-BP antag | IDE inh | CRFR2-BP ag | p-CIP stab down | MEKK3 PB1 HTS
Cn1c(SCC(=O)Nc2cccc(C(=O)O)c2)nnc1-c1cc2cc(Br)ccc2o1 | 5 | -16 | -2 | -3 | -11 | -2 | 1.6 | -7 | 92
Cc1cc(Br)ccc1NC(=O)CN(C)C(=O)C1=COCCO1 | -7 | / | 4 | 4 | 0 | -5 | 3.7 | / | /
Cc1cnc(NS(=O)(=O)c2ccccc2)c(Br)c1 | 1 | 25 | -11 | 3 | 8 | -3 | -0.5 | 0 | 104
COc1c(C)cc(Br)cc1C(=O)Nc1ccc(S(N)(=O)=O)cc1 | -6 | -18 | 5 | 1 | 30 | 3 | -2.9 | -2 | 105

Continuation.
mol | GalR3 antagonist | PHOSPHO1 inh | CHRM4 PAM | IDE act | CRFR2-BP antag | IDE inh | CRFR2-BP ag | p-CIP stab down | MEKK3 PB1 HTS
O=C1CCN(S(=O)(=O)c2ccccc2)CCN1CCOCc1ccc(F)cc1 | -3 | 8 | 0 | 1 | 5 | 3 | -2.0 | 6 | 106
COc1ccc(OC)c(C2/C(=C(\O)c3ccc4c(c3)OCCO4)C(=O)C(=O)N2CC2CCCO2)c1 (stereo unspecified) | -5 | 15 | -1 | 4 | 9 | 6 | -0.2 | -6 | 98
CC(C)(C)N(C(=O)Cn1nnc(-c2ccc(F)cc2)n1)C(C(=O)NC1CCCC1)c1ccncc1 (stereo unspecified) | -8 | 11 | 2 | 2 | -3 | 2 | -3.3 | -2 | 107
CC(=O)c1cccc(NC(=S)NC(=O)c2cncc(Br)c2)c1 | -4 | 3 | -2 | 5 | -5 | 4 | -0.9 | -3 | 105
Cc1cc(C)cc(N2CC(C(=O)Nc3cc(C)on3)CC2=O)c1 (stereo unspecified) | -9 | 19 | -1 | 4 | -4 | 6 | 0.3 | 2 | 100
COc1ccccc1NC(=O)CN(C)S(=O)(=O)c1cc(C)ccc1OC | -6 | 5 | 3 | 5 | -1 | 1 | -0.6 | -2 | 76
Cc1nc(CSc2ccc(Cl)cc2)cc(NCc2ccccc2)n1 | -3 | -3 | -4 | 1 | 19 | -11 | 1.0 | -11 | 103
CCOC(=O)/C(C#N)=C/Nc1ccccc1NS(=O)(=O)c1ccc2c(c1)OCCO2 | -5 | / | 0 | 3 | -3 | 7 | -1.9 | / | /
O=C(O)c1ccc(N2Cc3ccccc3C2)cc1O | / | 23 | 1 | 4 | -11 | 5 | 0.2 | -14 | 105
CN(C)S(=O)(=O)c1ccc(N2CCCC2)c(C(=O)Nc2cccc(F)c2)c1 | / | / | 1 | 3 | -1 | 0 | -2.0 | 4 | 96
N=c1c2c3c(sc2nc2n1CCCCC2)CCCC3 | -3 | 3 | -18 | 3 | -1 | 0 | -0.3 | 5 | 107

From PubChem
